M. tuberculosis: growth inhibition of non-replicating M. tuberculosis (AID 488890); 320,000 tested, 0.39% active; one-dose inhibition, % at 25 µM; IC50 in µM for titrated hits; Mycobacterium tuberculosis non-replicating, growth inhibition; higher % means a stronger effect; in the data active means a potency from the dose series; inconclusive means inhibition mostly from about 82% at the one dose, without a potency; inactive means the rest, 99 in 100 with inhibition below about 76%;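 further: plate controls were DMSO cells for no effect and high antibiotic wells for full effect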
M. tuberculosis HTS: M. tuberculosis growth inhibition, HTS (AID 449762). M. tuberculosis H37Rv growth inhibition, 7H9 media; higher % means a stronger effect. inhibition, % at 25 µM; hits with a dose series show IC50 in µM. 330,000 tested, 0.59% active; in the data active means a potency from the dose series; inconclusive means inhibition above about 70% without an active follow-up result;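 further: bacterial growth assessed after seven days of incubation; strong numbers were not always called active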
H1N1 NS1A inhibition: H1N1 influenza NS1A inhibitors, functional cell based assay (AID 504329); NS1A functional cell-based assay, percent inhibition; higher % means a stronger effect; inhibition, % at 12.5 µM; hits with a dose series show IC50 in µM; 340,000 tested, 0.3% active; in the data active means a potency from the dose series; inconclusive means inhibition above about 27% without an active follow-up result; further: strong numbers were not always called active
inhibitors of VEEV: inhibitors of VEEV TC-83 cytopathic effect, confirmation, Vero cells (AID 588727); Vero cells, VEEV TC-83 cytopathic effect inhibition; higher % means a stronger effect; inhibition, % at 20 µM; hits with a dose series show IC50 in µM; 350,000 tested, 0.13% active; in the data active means a potency from the dose series; inconclusive means inhibition mostly from about 14% at the one dose, without a potency; inactive means the rest, 99 in 100 with inhibition below about 12%; further: strong numbers were not always called active
Salmonella PhoP GFP: PhoP regulon inhibitors, Salmonella typhi PhoP promoter GFP reporter, confirmatory (AID 1850). 310,000 tested, 0.33% active. Salmonella Typhi PhoP-promoter GFP reporter, fluorescence, 4 h; higher % means a stronger effect. inhibition, % at 50 µM, or IC50 in µM where a hit was titrated; in the data active means a potency from the dose series; inconclusive means inhibition mostly from about 25% at the one dose, without a potency; inactive means the rest, 99 in 100 with inhibition below about 19%;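 further: 0% = induced wells with vehicle and 100% = uninduced wells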
inhibitors of VEEV 10K pilot screen: also measured in inhibitors of VEEV; calls as there; inhibition, %; measured here: 10K pilot screen inhibition
An asterisk follows results filed as active; i = inactive; ? = inconclusive; / = no result given.

SMILES	M. tuberculosis	M. tuberculosis HTS	H1N1 NS1A inhibition	inhibitors of VEEV	Salmonella PhoP GFP	others
CC1CN(C(=O)CSc2nnc3c(Cl)cc(Cl)cn23)CC(C)O1 (stereo unspecified)	-8%	0%	-3%	1.1%	4%
O=C(CNC(=O)COc1ccccc1)NCCN1CCOCC1	-3%	6%	-2%	3.4%	/
CN(CC(=O)Nc1ccc(Cl)c(C(F)(F)F)c1)C(=O)CNC(=O)C1CCCCC1	5%	-12%	2%	i	/
CCCc1cc(=O)[nH]c(SCC(=O)Nc2ccc3ccccc3c2)n1	11%	1%	-7%	1.2%	/
CCOc1[nH]n(-c2ccccc2)c(=O)c1C=Nc1ccc(C(=O)OC)cc1	-17%	18%	4%	1.1%	-8%
COc1cc2c(cc1OC)CN(c1ccc([N+](=O)[O-])c(C(F)(F)F)c1)CC2	2%	2%	11%	1.1%	2%
CC(C)NS(=O)(=O)c1ccc(CCC(=O)NCc2cccnc2)cc1	13%	4%	1%	0.8%	-4%
CC1CCC2(CC1)NC(=O)N(Cc1cc(=O)n3ccsc3n1)C2=O (stereo unspecified)	-5%	3%	/	/	2%
Cc1ccc2[nH]c3c(=O)n(CC(=O)Nc4ccccc4N4CCN(C)CC4)ncc3c2c1	47%	7%	3%	0.1%	10%
CCC(=O)N1CCCN(S(=O)(=O)c2ccc(C)cc2)C1c1ccc(OC)cc1 (stereo unspecified)	-2%	4%	-12%	1.3%	1%
CCn1ncc(Br)c1C(=O)Nc1c(C)nn(Cc2c(F)c(F)c(F)c(F)c2F)c1C	-9%	-12%	-6%	i	-4%
CCOC(=O)C1CCN(c2ncnc3c2cnn3-c2ccc(Cl)cc2)CC1	33%	5%	10%	1.4%	-2%
CC1Cc2ccccc2N1c1ncnc2nc[nH]c12 (stereo unspecified)	/	-3%	-3%	4.8%	-11%
N#Cc1c(C(F)(F)F)cc(-c2cccs2)nc1SCc1ccc(Cl)nc1	1%	4%	4%	4.8%	0%
O=C(CCCCCn1c(=O)[nH]c2ccsc2c1=O)NCc1ccc(F)cc1	-21%	-5%	-6%	6.0%	1%
COc1cccc(/C=N/Nc2cc(C)nc(-c3ccccc3O)n2)c1O	50%	?	4%	8.1%	-12%
Nc1cc(S(=O)(=O)Nc2cc(Cl)ccc2Cl)ccc1N1CCOCC1	73%	-2%	10%	i	-12%
COc1ccc(C)cc1S(=O)(=O)N1CCN(C)CC1c1ccccc1 (stereo unspecified)	2%	0%	4%	1.4%	/
COc1ccccc1N1CCN(C(=O)CCCCn2c(=O)[nH]c3ccsc3c2=O)CC1	8%	-2%	-3%	10%	-6%
COc1ccc(N(CC(=O)Nc2ccc(C)cn2)S(=O)(=O)c2c(C)nn(C)c2C)cc1	9%	-5%	4%	i	4%
CCC(=O)Nc1ccccc1C(=O)OCC(=O)c1cccc2ccccc12	55%	7%	-3%	3.4%	-5%
C=CCn1c(=N)n(CC(=O)c2ccc(Br)cc2)c2ccccc21	21%	7%	6%	i	-5%
COc1ccccc1N=c1sc2ccccc2n1C	3%	10%	1%	0.5%	1%
COc1cccc(NC(=O)NC2CCN(Cc3nnnn3Cc3ccc4c(c3)OCO4)CC2)c1	25%	3%	-1%	4.5%	7%
CCOC(=O)c1[nH]c(C)c(C(=O)Nc2ccc(F)cc2)c1C	-3%	-1%	-1%	0.1%	-14%

Pulled one by one from above, 2 records:
SMILES	M. tuberculosis	M. tuberculosis HTS	H1N1 NS1A inhibition	inhibitors of VEEV	Salmonella PhoP GFP	others
COc1ccccc1N1CCN(C(=O)CCCCn2c(=O)[nH]c3ccsc3c2=O)CC1	8%	-2%	-3%	10%	-6%
N#Cc1c(C(F)(F)F)cc(-c2cccs2)nc1SCc1ccc(Cl)nc1	1%	4%	4%	4.8%	0%

Part of the list above in order of length of the SMILES, rising:
SMILES	M. tuberculosis	M. tuberculosis HTS	H1N1 NS1A inhibition	inhibitors of VEEV	Salmonella PhoP GFP	others
COc1ccccc1N=c1sc2ccccc2n1C	3%	10%	1%	0.5%	1%
CC1Cc2ccccc2N1c1ncnc2nc[nH]c12 (stereo unspecified)	/	-3%	-3%	4.8%	-11%
O=C(CNC(=O)COc1ccccc1)NCCN1CCOCC1	-3%	6%	-2%	3.4%	/
CCOC(=O)c1[nH]c(C)c(C(=O)Nc2ccc(F)cc2)c1C	-3%	-1%	-1%	0.1%	-14%
CC1CCC2(CC1)NC(=O)N(Cc1cc(=O)n3ccsc3n1)C2=O (stereo unspecified)	-5%	3%	/	/	2%
N#Cc1c(C(F)(F)F)cc(-c2cccs2)nc1SCc1ccc(Cl)nc1	1%	4%	4%	4.8%	0%
COc1ccccc1N1CCN(C(=O)CCCCn2c(=O)[nH]c3ccsc3c2=O)CC1	8%	-2%	-3%	10%	-6%

Further compounds.
SMILES	M. tuberculosis	M. tuberculosis HTS	H1N1 NS1A inhibition	inhibitors of VEEV	Salmonella PhoP GFP	others
CCOC(=O)/C(=C/C1=CC(=C/N(C)C)/C(=O)O1)C(C)=O	-2%	5%	1%	i	-15%
Cc1ccc(-c2nc(CS(=O)(=O)CC(=O)Nc3cc(F)ccc3F)c(C)o2)cc1	-1%	-10%	36%	1.2%	0%
CCCCCOc1ccc(C(=O)CCC(=O)N2CCCC2)cc1	64%	10%	7%	2.0%	0%
O=C(N/N=C/c1ccccc1[N+](=O)[O-])c1cccs1	55%	46%	0%	3.8%	6%
CCOC(=O)N1CCN(C(=O)C(CC)c2ccccc2)CC1 (stereo unspecified)	3%	5%	7%	1.8%	-6%
C=CCN1c2ccccc2[C@]23C[C@@H](C(=O)OC)N(C(=O)c4ccco4)C2=NC(C(=O)OC)=C(C(=O)OC)[C@H]13	2%	-6%	-3%	0.7%	3%
Brc1ccc(OCc2nnnn2-c2ccccc2)cc1	25%	7%	-14%	2.2%	-18%
Cc1ccc(NC(=O)c2ccc(OCc3c(C)noc3C)cc2)cc1	46%	-5%	/	/	1%
O=C(Nc1ncc(Cl)cn1)c1cccs1	-11%	-7%	1%	i	11%
COc1cc(OC)c2c(OC)cccc2n1	6.6µM*	2%	12%	i	-5%
COc1ccc2c(c1)c(CC(=O)OC(C)C(=O)N(C)C)c(C)n2C(=O)c1ccc(Cl)cc1 (stereo unspecified)	7%	-1%	6%	8.0%	-2%
O=C(O)C1CC=CCC1C(=O)NCCc1csc(-c2ccccc2)n1 (stereo unspecified)	22%	11%	4%	1.0%	0%
Cc1ccccc1C(=O)N[C@H](C(=O)OCC(=O)c1ccc[nH]1)C(C)C	32%	-4%	-8%	i	-5%
Nn1c(SCC(=O)Nc2ccccc2F)nc2ccccc2c1=O	17%	0%	12%	2.5%	-3%
CC(=O)NC(CCS(C)(=O)=O)C(=O)Nc1ccccc1Cl (stereo unspecified)	-12%	6%	-4%	i	1%
O=C(CN1CCCC1c1cccs1)Nc1cccc(S(=O)(=O)N2CCCC2)c1 (stereo unspecified)	2%	1%	-14%	1.3%	/
CCCCN(C)C(=O)Cn1ncc2c3ccccc3n(CCC)c2c1=O	-10%	-2%	5%	i	1%
CC1CCC(C(C)C)C(OCC(O)CN2CCCC(C)C2)C1 (stereo unspecified)	3%	13%	9%	i	7%
CC(C)NC[C@@H](O)c1ccc(O)c(O)c1	-11%	9%	-2%	2.9%	-8%
Cc1cc(NC(=O)CCc2ccc(S(=O)(=O)N3CCOCC3)cc2)n(-c2ccccc2)n1	3%	-4%	-3%	i	-3%	inhibitors of VEEV 10K pilot screen=0.1
COC(=O)c1cc(NC(=O)c2cccc(F)c2)cc(C(=O)OC)c1	13%	-1%	4%	0.7%	-3%
CCS(=O)(=O)c1ccc(O)c(NC(=O)CC2(CC(=O)O)CCCC2)c1	-16%	5%	-3%	2.9%	1%
CC1=NN(c2ccccc2)C(=O)/C1=C\c1ccc(Br)s1	78%	13%	-4%	0.6%	3%
CCOc1ccc(NC(=O)CSc2nc(=O)n(CCN3CCOCC3)c3c2CCCC3)cc1	-2%	3%	-6%	2.3%	-6%
Cc1cc(-c2ccccc2)nc2[n+]1CCN2C	8%	1%	3%	i	-2%

(list continues)
SMILES	M. tuberculosis	M. tuberculosis HTS	H1N1 NS1A inhibition	inhibitors of VEEV	Salmonella PhoP GFP	others
CCN(CC)C(=O)CSc1nc2ccccc2c(=O)n1OC	2%	-4%	-2%	6.2%	-17%
COc1ccc(-c2nnc(NC(=O)CS(=O)(=O)c3ccc(Cl)cc3)o2)c(OC)c1	-16%	-11%	3%	i	1%
CN1CCN(C(=S)SCc2nc(N)nc(Nc3ccc(F)cc3)n2)CC1	-24%	0%	-8%	0.6%	-6%
O=C1NC(=O)/C(=C/c2ccccn2)S1	22%	-5%	-18%	i	-12%
O=C(CSc1nc2ccccc2o1)Nc1ccc(N2CCOCC2)cc1	/	/	6%	2.4%	7%
Cc1nc2ccccc2n1CCc1ccccc1	7%	-3%	-1%	1.0%	-3%
O=C1[C@@H]2Cc3c([nH]c4ccccc34)C(c3cccc([N+](=O)[O-])c3)N2C(=O)CN1C1CCN(Cc2ccccc2)CC1 (stereo partly specified)	49%	60%	9%	6.7%	-9%
CC(=O)c1ccc(NC(=O)C2CCCN(c3ncnc4c3nc3n4CCCCC3)C2)cc1 (stereo unspecified)	9%	14%	-3%	3.7%	-1%
COc1ccc(NC(=O)COC(=O)c2ccc(Cl)c(S(N)(=O)=O)c2)c([N+](=O)[O-])c1	9%	8%	-1%	0.8%	-3%
CCCn1nc(C(=O)NCc2ccccn2)c2ccccc2c1=O	12%	-3%	3%	0.5%	3%
C[n+]1cnc(-c2ccccc2)cc1-c1ccccc1	-3%	-1%	5%	0.1%	-4%
O=C(Nc1cccc(C(F)(F)F)c1)c1cc(-c2ccco2)on1	59%	-17%	2%	2.1%	12%
CCOC(=O)CC1(NC(=O)c2cc(COc3cncc(Cl)c3)on2)CCCCC1	22%	8%	2%	i	-1%
COc1ccc(OC)c(C2C(C#N)=C(N)Oc3cc(C)n(Cc4ccccn4)c(=O)c32)c1 (stereo unspecified)	1%	12%	0%	i	-2%
Cc1cc(C)c(C)c(S(=O)(=O)N2CCC(C(=O)NCC(c3ccccc3)N(C)C)CC2)c1C (stereo unspecified)	14%	-2%	-2%	i	-18%
O=C(c1ccc(Cl)cc1)c1c[nH]c(C(=O)NNc2ccccc2)c1	60%	?	2%	i	0%
Cc1cc(CNC(=O)Cn2cc([N+](=O)[O-])cn2)c2ccccc2n1	-21%	-4%	4%	i	-10%
COCCN1CCN(C(=O)C2CCC(=O)N(CCc3ccc(Cl)cc3)C2)CC1 (stereo unspecified)	-9%	-4%	-5%	2.1%	-4%
CC(Sc1nnc2c(n1)[nH]c1ccccc12)C(=O)N(C)C1CCCCC1 (stereo unspecified)	12%	-5%	4%	8.3%	5%
CC(CNC(=O)CCCn1ncn2c(cc3occc32)c1=O)c1ccccc1 (stereo unspecified)	-8%	12%	10%	0.4%	-12%
CCNC(=S)NNC(=O)c1ccoc1C	-7%	3%	3%	1.9%	5%
Cc1ccc(C(=O)N/C(=C/c2ccc(-c3cccc([N+](=O)[O-])c3)o2)C(=O)NC(C)C)cc1	0%	-12%	2%	11%	5%
O=C(N1CCOCC1)N(CCN1CCOCC1)Cc1cccc(Cl)c1	23%	3%	-2%	0.5%	-6%
CCOC(=O)C1CCN(C(=O)CS(=O)Cc2nc(-c3ccc(C)cc3)oc2C)CC1 (stereo unspecified)	25%	0%	-12%	0.6%	3%
COCCN(C(=S)Nc1ccccc1C)C(C)c1cccs1 (stereo unspecified)	-20%	9%	13%	3.4%	8%

Later entries:
SMILES	M. tuberculosis	M. tuberculosis HTS	H1N1 NS1A inhibition	inhibitors of VEEV	Salmonella PhoP GFP	others
Cc1ccc(CNC(=O)CCS(=O)(=O)c2ccc(C)cc2)cc1	13%	-1%	5%	2.7%	2%
CC(=O)[C@H]1CC[C@H]2[C@@H]3CC=C4C[C@@H](O)CC[C@]4(C)[C@H]3CC[C@]12C	5%	-3%	-2%	0.1%	3%
O=C(CSc1nnc(-c2cccs2)o1)N1CCCc2ccccc21	43%	-1%	8%	1.9%	-3%
O=c1cc(-c2ccccc2)c2ccc(O)c(CN3CCCCC3)c2o1	13%	3%	-27%	i	-3%
CCOC(=O)c1ccc(NC(=O)c2cccc(S(=O)(=O)N3c4ccccc4CC3C)c2)s1 (stereo unspecified)	0%	3%	-6%	i	-9%
CCNS(=O)(=O)c1ccc(NC(=O)c2ccccc2SCCOC)cc1	-3%	0%	-5%	1.4%	-1%
O=C(Oc1cccc(NC(=O)c2ccccc2Cl)c1)c1ccc([N+](=O)[O-])cc1	?	-7%	12%	1.4%	-12%	inhibitors of VEEV 10K pilot screen=0.9
O=C(c1ccc(Cl)c([N+](=O)[O-])c1)N1CCCc2ccccc21	28%	10%	0%	1.3%	-5%
CSc1ccccc1NC(=O)c1ccc(Cl)s1	?	?	-9%	i	-3%
